ANO1 activ = activates or potentiates the mouse TMEM16A chloride channel | Q8BHY3 | HEK293 TMEM16A/YFP-H148Q/I152L, iodide quench fluorescence; active compounds read low | B-score at 10 µM | 0.3% of 340,000 active | AID 623877;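 active = fluorescence-ratio B-score plate-corrected deviation score at least 3 library SD below zero, with starting fluorescence score within 5 deviations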;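 note: channel opened by trigger with iodide after compound preincubation; score built on the fluorescence ratio of max minus min over baseline; more negative score means more quench and so TMEM16A activation or potentiation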
ANO1 block = inhibitors of mouse TMEM16A calcium-activated chloride channel. Q8BHY3. HEK293 TMEM16A/YFP iodide influx fluorescence, ionomycin. normalized B-score (activity score, 25-100; higher = stronger inhibition) at 10 µM. 1.2% of 310,000 active. AID 588511;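 active = ratio plate-corrected score three or more library SD toward inhibition, starting fluorescence score within five deviations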;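 note: score derived from kinetic fluorescence span divided by baseline fluorescence per well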
TRPC6 activator = activates the mouse TRPC6 cation channel; Q61143; HEK293-TRPC6 membrane potential dye fluorescence; active compounds read high; B-score at 10 µM; 0.13% of 310,000 active; AID 2550;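 active = B-score of the integrated fluorescence ratio above library mean plus 3 SD, and starting fluorescence ratio within library mean plus 5 SD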;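 note: higher score means more depolarization so channel activation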
TRPC4 act = activators of mouse TRPC4 channel | HEK293 TRPC4beta/mu-opioid, Fluo4 calcium fluorescence; active compounds read high | B-score at 10 µM | 0.49% of 310,000 active | AID 2237;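 active = B-score above 5 SD of library B-scores, and initial fluorescence ratio not above library mean plus 5 SD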;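 note: positive B-score marks a calcium rise read as TRPC4 activation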
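Assay system: HEK293 stable line with TRPC4beta plus mu-opioid receptor; schedule: 45 min room-temperature Fluo4 loading, 110 s read; technique: kinetic Fluo4 calcium fluorescence; evaluation: integrated baseline-normalised fluorescence ratio, converted to per-well B score; controls: buffer (low) and maximal DAMGO (high)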
SKKanGAS inh = SKKanGAS growth inhibition; S. pyogenes SKKanGAS, kanamycin growth, BacTiter-Glo, 6 h; inhibition, % at 7.5 µM; 1.3% of 300,000 active;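 active = mean replicate score, as percent of positive control median, at least 50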;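 note: strain carries kanamycin resistance gene driven by streptokinase promoter and grows in 40 µg/ml kanamycin; loss of luminescence reflects streptokinase promoter inhibition or plain growth inhibition; 0% = median of DMSO wells and 100% = positive control at its reference dose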
MrgX1 agonist = human MrgX1 receptor agonism, primary screen. 0.44% of 310,000 active. AID 588627. MrgX1-HEK293 cells, Fluo-4 calcium fluorescence, agonist mode; active compounds read high. Q96LB2. B-score at 10 µM;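 active = calcium response B-score plate-corrected fluorescence ratio at least 3 library SD, with starting fluorescence B-score inside 5 SD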
Target sequence (Q96LB2 whole entry, looked up): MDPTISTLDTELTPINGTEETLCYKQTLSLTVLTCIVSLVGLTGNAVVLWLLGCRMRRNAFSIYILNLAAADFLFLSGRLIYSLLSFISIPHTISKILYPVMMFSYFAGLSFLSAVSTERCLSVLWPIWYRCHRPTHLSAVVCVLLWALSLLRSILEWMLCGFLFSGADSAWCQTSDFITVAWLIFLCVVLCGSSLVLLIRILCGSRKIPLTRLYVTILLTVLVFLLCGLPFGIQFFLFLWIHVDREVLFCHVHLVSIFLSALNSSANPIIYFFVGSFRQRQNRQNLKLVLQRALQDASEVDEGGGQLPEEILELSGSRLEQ
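Test system: HEK293 cells stably expressing human MrgX1 receptor; amount: 15,000 cells per well; doses: compound delivered in addition one of three; times: overnight plating before 1 h dye loading; detection: Fluo-4 NW calcium-flux fluorescence, kinetic read; read-out basis: B-scored fluorescence response ratio; controls: positive and negative controls per plate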
TRPC4 inh = inhibitors of mouse TRPC4 channel; Q9QUQ5; HEK293 TRPC4beta/mu-opioid, DAMGO-evoked Fluo4 calcium flux; active compounds read low; B-score at 10 µM; 0.39% of 300,000 active; AID 2247;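 active = B-score over 3 SD under the library average, no early fluorescence shift, positive overall ratio signal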
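Assay system: Stable TRPC4beta/mu-opioid receptor HEK293 cells | Reagent: DAMGO in two steps, submaximal then maximal | Compound dosing: Single concentration per test compound | Signal: Fluo4 Ca2+ flux fluorescence | Evaluation: Per-well B score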
TRPC6 inhibitor = blocks the mouse TRPC6 cation channel | HEK293-TRPC6, membrane potential dye, ACh-evoked depolarization; active compounds read low | 1.1% of 310,000 active | Q61143 | B-score at 10 µM;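 active = B-score under library mean minus 3 SD, initial fluorescence not abnormally high, positive integrated signal ratio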;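 note: B-score derived from integrated fluorescence ratio over the kinetic read; more negative B-score means stronger inhibition of depolarization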
TRPC4 potent = allosteric potentiators of mouse TRPC4 channel; Q9QUQ5; AID 2227; 0.42% of 310,000 active; B-score at 10 µM; HEK293 TRPC4beta/mu-opioid, DAMGO EC20, Fluo-4 Ca2+ flux; active compounds read high;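 active = B-score of calcium response area above 5 SD of library B-scores, with initial fluorescence ratio within 5 SD of library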;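 note: B-score of integrated fluorescence ratio over time as area under calcium response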
MrgX1 antagonist = human MrgX1 receptor antagonism, primary screen | Q96LB2 | MRGX1-HEK293 calcium flux, Fluo-4, BAM8-22 antagonism; active compounds read low | 1.3% of 310,000 active | AID 588676 | B-score at 10 µM;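 active = calcium-response B-score plate-corrected more than 3 library SD below zero, starting fluorescence within 5 deviations, no agonist response on first addition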;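 note: peak minus trough fluorescence over baseline after final BAM8-22 challenge near maximal dose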
MrgX1 allo act = allosterically activates human MrgX1 receptor signaling; MrgX1-HEK293, Fluo-4 calcium flux, FDSS; active compounds read high; B-score at 10 µM; 0.63% of 310,000 active; Q96LB2; AID 588675;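 active = plate-corrected calcium response at least 3 library SD above typical, normal starting fluorescence, not activating the receptor alone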;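 note: compound read alongside a low EC10 to EC30 dose of BAM8-22 agonist; peak minus trough fluorescence over baseline measured at the second addition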
* marks the source's active call; other numbers are inactive results.

Results for CC(NC(=S)Nc1ccc(OC(F)F)cc1OC(F)F)C(C)(C)C (centres undefined) ?
ANO1 activ: inactive; ANO1 block: inactive; TRPC6 activator: inactive; TRPC4 act: inactive; SKKanGAS inh: 6.4; MrgX1 agonist: inactive; TRPC4 inh: inactive; TRPC6 inhibitor: inactive; TRPC4 potent: inactive; MrgX1 antagonist: inactive; MrgX1 allo act: inactive

Results for O=C(Nc1cccc(Cl)c1N1CCOCC1)c1cccnc1Cl ?
ANO1 activ: inactive; ANO1 block: inactive; TRPC6 activator: inactive; TRPC4 act: inactive; SKKanGAS inh: 7.8; MrgX1 agonist: inactive; TRPC4 inh: inactive; TRPC6 inhibitor: inactive; TRPC4 potent: inactive; MrgX1 antagonist: inactive; MrgX1 allo act: inactive

How did Cn1nc(OCC(N)=O)ccc1=O do in these assays?
ANO1 activ: inactive; ANO1 block: inactive; TRPC6 activator: inactive; TRPC4 act: inactive; SKKanGAS inh: 9.8; MrgX1 agonist: inactive; TRPC4 inh: inactive; TRPC6 inhibitor: inactive; TRPC4 potent: inactive; MrgX1 antagonist: inactive; MrgX1 allo act: inactive

How did Cc1ccc(CN(C)C(=O)COC(=O)CSc2ccc(C(N)=O)cc2[N+](=O)[O-])cc1 do in these assays?
ANO1 activ: inactive; ANO1 block: inactive; TRPC6 activator: inactive; TRPC4 act: inactive; SKKanGAS inh: 2.0; MrgX1 agonist: inactive; TRPC4 inh: inactive; TRPC6 inhibitor: inactive; TRPC4 potent: inactive; MrgX1 antagonist: inactive; MrgX1 allo act: inactive

How did N#C/C(=C(/O)COC(=O)c1ccc(Cl)c(S(=O)(=O)N2CCOCC2)c1)c1nc2ccccc2[nH]1 do in these assays?
ANO1 activ: inactive; ANO1 block: inactive; TRPC6 activator: inactive; TRPC4 act: inactive; SKKanGAS inh: 5.7; MrgX1 agonist: inactive; TRPC4 inh: inactive; TRPC6 inhibitor: inactive; TRPC4 potent: inactive; MrgX1 antagonist: inactive; MrgX1 allo act: inactive

Results for Nc1nc(SCc2ccccc2Cl)ns1 ?
ANO1 activ: inactive; ANO1 block: inactive; TRPC6 activator: inactive; TRPC4 act: inactive; SKKanGAS inh: -7.6; MrgX1 agonist: inactive; TRPC4 inh: inactive; TRPC6 inhibitor: inactive; TRPC4 potent: inactive; MrgX1 antagonist: inactive; MrgX1 allo act: inactive

How did Cc1csc(Sc2ccc(S(=O)(=O)N3CCCC3)cn2)n1 do in these assays?
ANO1 activ: inactive; ANO1 block: inactive; TRPC6 activator: inactive; TRPC4 act: inactive; SKKanGAS inh: -0.8; MrgX1 agonist: inactive; TRPC4 inh: inactive; TRPC6 inhibitor: inactive; TRPC4 potent: inactive; MrgX1 antagonist: inactive; MrgX1 allo act: inactive

What do the screens show for `Nc1ncnc2nc(SCc3ccc(Cl)cc3Cl)[nH]c12`?
ANO1 activ: inactive; ANO1 block: inactive; TRPC6 activator: inactive; TRPC4 act: inactive; SKKanGAS inh: -6.7; MrgX1 agonist: inactive; TRPC4 inh: inactive; TRPC6 inhibitor: inactive; TRPC4 potent: inactive; MrgX1 antagonist: inactive; MrgX1 allo act: inactive

What do the screens show for `S=C(Nc1ccccc1Cl)N(Cc1ccccc1)Cc1ccccn1`?
ANO1 activ: inactive; ANO1 block: inactive; TRPC6 activator: inactive; TRPC4 act: inactive; SKKanGAS inh: 12.9; MrgX1 agonist: inactive; TRPC4 inh: inactive; TRPC6 inhibitor: inactive; TRPC4 potent: inactive; MrgX1 antagonist: inactive; MrgX1 allo act: inactive

Results for COc1ccc(-c2cc(CNC(C)=O)on2)cc1 ?
ANO1 activ: inactive; ANO1 block: inactive; TRPC6 activator: inactive; TRPC4 act: inactive; SKKanGAS inh: 2.7; MrgX1 agonist: inactive; TRPC4 inh: inactive; TRPC6 inhibitor: inactive; TRPC4 potent: inactive; MrgX1 antagonist: inactive; MrgX1 allo act: inactive

How did Cc1ccc(S(=O)(=O)NCCNC(=O)C2CCCNC2=O)cc1 (centres undefined) do in these assays?
ANO1 activ: inactive; ANO1 block: inactive; TRPC6 activator: inactive; TRPC4 act: inactive; SKKanGAS inh: -3.1; MrgX1 agonist: inactive; TRPC4 inh: inactive; TRPC6 inhibitor: inactive; TRPC4 potent: inactive; MrgX1 antagonist: inactive; MrgX1 allo act: inactive

Results for O=C(CNc1ccccc1)N/N=C/c1ccc2c(c1)OCO2 ?
ANO1 activ: inactive; ANO1 block: inactive; TRPC6 activator: inactive; TRPC4 act: inactive; SKKanGAS inh: -5.3; MrgX1 agonist: inactive; TRPC4 inh: inactive; TRPC6 inhibitor: inactive; TRPC4 potent: inactive; MrgX1 antagonist: inactive; MrgX1 allo act: inactive

What do the screens show for `[O-][n+]1c2ccccc2c2n1CCN=C2c1ccc(Cl)cc1`?
ANO1 activ: inactive; ANO1 block: inactive; TRPC6 activator: inactive; TRPC4 act: inactive; SKKanGAS inh: 4.8; MrgX1 agonist: inactive; TRPC4 inh: inactive; TRPC6 inhibitor: inactive; TRPC4 potent: inactive; MrgX1 antagonist: inactive; MrgX1 allo act: inactive

What do the screens show for `OCC[C@@H]1C[C@@H](O)[C@H](O)[C@]2(Cc3ccccc3O2)O1`?
ANO1 activ: inactive; ANO1 block: inactive; TRPC6 activator: inactive; TRPC4 act: inactive; SKKanGAS inh: 5.8; MrgX1 agonist: inactive; TRPC4 inh: inactive; TRPC6 inhibitor: inactive; TRPC4 potent: inactive; MrgX1 antagonist: inactive; MrgX1 allo act: inactive

How did Cc1cccc(N2CCN(C(=O)c3cccc(N4C(=O)C5C6C=CC(C6)C5C4=O)c3)CC2)c1C (centres undefined) do in these assays?
ANO1 activ: inactive; ANO1 block: inactive; TRPC6 activator: inactive; TRPC4 act: inactive; SKKanGAS inh: -4.0; MrgX1 agonist: inactive; TRPC4 inh: inactive; TRPC6 inhibitor: inactive; TRPC4 potent: inactive; MrgX1 antagonist: inactive; MrgX1 allo act: inactive

Results for O=C(Nc1ncc(Cc2ccccc2Cl)s1)C1=NCCN1 ?
ANO1 activ: inactive; ANO1 block: inactive; TRPC6 activator: inactive; TRPC4 act: inactive; SKKanGAS inh: 20.1; MrgX1 agonist: inactive; TRPC4 inh: inactive; TRPC6 inhibitor: inactive; TRPC4 potent: inactive; MrgX1 antagonist: inactive; MrgX1 allo act: inactive

Results for CC1CN(C(=O)c2cc3cc([N+](=O)[O-])ccc3s2)CC(C)O1 (centres undefined) ?
ANO1 activ: inactive; ANO1 block: inactive; TRPC6 activator: inactive; TRPC4 act: inactive; SKKanGAS inh: -11.1; MrgX1 agonist: inactive; TRPC4 inh: inactive; TRPC6 inhibitor: inactive; TRPC4 potent: inactive; MrgX1 antagonist: inactive; MrgX1 allo act: inactive

What do the screens show for `CN(C(=O)CN(CCO)CC(=O)N(C)C(C)(C)Cc1ccccc1)C(C)(C)Cc1ccccc1`?
ANO1 activ: inactive; ANO1 block: inactive; MrgX1 agonist: 44.7*; MrgX1 antagonist: inactive; MrgX1 allo act: inactive

Results for COc1cc(S(N)(=O)=O)c(OC)cc1N ?
ANO1 activ: inactive; ANO1 block: inactive; TRPC6 activator: inactive; TRPC4 act: inactive; SKKanGAS inh: -11.3; MrgX1 agonist: inactive; TRPC4 inh: inactive; TRPC6 inhibitor: inactive; TRPC4 potent: inactive; MrgX1 antagonist: inactive; MrgX1 allo act: inactive

How did O=C1c2ccccc2C(Nc2cccc(C(F)(F)F)c2)N1Cc1ccco1 (centres undefined) do in these assays?
ANO1 activ: inactive; ANO1 block: inactive; TRPC6 activator: inactive; TRPC4 act: inactive; SKKanGAS inh: 13.7; MrgX1 agonist: inactive; TRPC4 inh: inactive; TRPC6 inhibitor: inactive; TRPC4 potent: inactive; MrgX1 antagonist: inactive; MrgX1 allo act: inactive

What do the screens show for `COc1cc(/C=N/NC(=O)c2nnn(-c3nonc3N)c2C(C)C)ccc1O`?
ANO1 activ: inactive; ANO1 block: inactive; TRPC6 activator: inactive; TRPC4 act: inactive; SKKanGAS inh: 3.9; MrgX1 agonist: inactive; TRPC4 inh: inactive; TRPC6 inhibitor: inactive; TRPC4 potent: inactive; MrgX1 antagonist: inactive; MrgX1 allo act: inactive

Results for COc1ccc(C(c2nnnn2Cc2cccs2)N2CCN(c3ccc(F)cc3)CC2)cc1OC (centres undefined) ?
ANO1 activ: inactive; ANO1 block: inactive; TRPC6 activator: inactive; TRPC4 act: inactive; SKKanGAS inh: -1.1; MrgX1 agonist: inactive; TRPC4 inh: inactive; TRPC6 inhibitor: inactive; TRPC4 potent: inactive; MrgX1 antagonist: inactive; MrgX1 allo act: inactive

What do the screens show for `O=C1CN(C(=O)c2ccccc2F)C(c2ccccc2)c2cc(Cl)ccc2N1` (centres undefined)?
ANO1 activ: inactive; ANO1 block: inactive; TRPC6 activator: inactive; TRPC4 act: inactive; SKKanGAS inh: 5.5; MrgX1 agonist: inactive; TRPC4 inh: inactive; TRPC6 inhibitor: inactive; TRPC4 potent: inactive; MrgX1 antagonist: inactive; MrgX1 allo act: inactive

How did O=C1CC(N2CCN(c3ccccc3)CC2)C(=O)N1c1ccc2c(c1)OCCO2 (centres undefined) do in these assays?
ANO1 activ: inactive; ANO1 block: inactive; MrgX1 agonist: inactive; MrgX1 antagonist: inactive; MrgX1 allo act: inactive

What do the screens show for `CNC(=O)[C@@H]1C[C@H]1[C@@H](NC(=O)CNC(=O)OCc1ccccc1)c1ccccc1`?
ANO1 block: inactive; TRPC6 activator: inactive; TRPC4 act: inactive; SKKanGAS inh: 2.2; MrgX1 agonist: inactive; TRPC4 inh: inactive; TRPC6 inhibitor: inactive; TRPC4 potent: inactive; MrgX1 antagonist: inactive; MrgX1 allo act: inactive

How did C[C@H](NC(=O)N1CCn2c1nc1ccccc12)C(=O)NCc1ccco1 do in these assays?
ANO1 activ: inactive; ANO1 block: inactive; TRPC6 activator: inactive; TRPC4 act: inactive; SKKanGAS inh: -4.9; MrgX1 agonist: inactive; TRPC4 inh: inactive; TRPC6 inhibitor: inactive; TRPC4 potent: inactive; MrgX1 antagonist: inactive; MrgX1 allo act: inactive
